Screens deposited in PubChem by National Center for Advancing Translational Sciences (NCATS).
L3MBTL1 inh: blocks human L3MBTL1; Q9Y468; AlphaScreen L3MBTL1–H3K9me1 peptide binding; Potency, µM (highest dose often 57.1 µM), for inactives: at the top dose activity, negative = inhibition, hits mostly inhibitors; actives 0.66% (n = 230,000); AID 485360; further: on the % scale 0 is the no-effect control and ±100 the full control effect; nearly all actives have a fitted effect of over 60% in size
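L3MBTL1 (50 nM) pre-complexed 30 min with biotinylated H3(1-15)K9me1 peptide (75 nM), then compounds added for 30 min at room temperature; AlphaScreen streptavidin donor/nickel chelate acceptor beads (10 ug/mL final) read after 30 min dark incubation.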
TexasRed fluor: Texas Red fluorescence interference in TRb-SRC2 counter-screen | TRb/SRC2 Texas Red total fluorescence interference | Potency, µM (series often up to 106 µM), for the others: at the top dose fluorescence change, negative = quenching | actives 0.29% (n = 280,000); active means well fitted curve in either direction with a large enough effect; inconclusive means small, poorly fitted or top-dose-only effect; further: on the % scale 0 is the no-effect control and ±100 the full control effect
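Flags fluorescent or light-absorbing compounds by total fluorescence, S + 2P, at 555 nm excitation and 632 nm emission. Mixture: 20 nM Texas Red SRC2 peptide, 0.6 uM human TRb LBD, 1 uM T3, 5% DMSO; compound exposure 5 h at ambient temperature.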
Tau fibril ThT: blocks human tau fibril formation measured by thioflavin T; P10636; recombinant tau K18 P301L, heparin-induced fibrillization, ThT fluorescence; Potency, µM (doses to about 57.4 µM), without a hit: at the highest dose activity, negative = inhibition, most hits filed as inhibitors; actives 2.1% (n = 270,000); AID 1460; further: on the % scale 0 is the no-effect control and ±100 the full control effect; nearly all actives have a fitted effect of over 55% in size
Target sequence (P10636 561-689 P618L limits assumed): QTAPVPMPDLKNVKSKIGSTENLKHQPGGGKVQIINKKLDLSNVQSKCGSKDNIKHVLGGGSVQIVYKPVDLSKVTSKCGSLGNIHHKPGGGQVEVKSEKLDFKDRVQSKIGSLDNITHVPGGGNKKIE
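Fibril formation assay: tau K18 P301L at 15 uM with trace Alexa 594 label, heparin inducer 20 uM, pH 7 sodium acetate buffer, 37 C for 6 hr; endpoint ThT signal.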
RECQ1 helicase: RECQ1 (human) helicase inhibition; AID 2549; P46063; Potency, µM (doses to about 57.3 µM), for the others: at the highest dose activity, negative = inhibition, usual class: inhibitors; actives 0.54% (n = 240,000); RECQ1 DNA unwinding, red fluorescence kinetic read;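 further: plate controls were vehicle for no effect and no enzyme for full effect; nearly all actives have a fitted effect of over 30% in size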
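50 nM RECQ1T1 preincubated 15 min with compound in Tris pH 8.0 buffer with MgCl2, DTT, Tween-20 and 2.5 ug/ml poly(dI-dC); started with 200 nM TAMRA/BHQ-2 forked duplex and 2 mM ATP. Unwinding read as fluorescence (525/598 nm), two reads 2 h apart.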
Tau fluor cs: counter-screen for tau fibril formation inhibitors. AID 1463. tau K18 P301L (four-repeat tau fragment) Alexa594 fluorescence, heparin fibrillization. actives 0.93% (n = 280,000). Potency, µM (series often up to 57.7 µM), inactives show at the highest dose activity change, negative = decrease; further: on the % scale 0 is the no-effect control and ±100 the full control effect; nearly all actives have a fitted effect of over 55% in size
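Human K18 P301L tau (15 uM unlabeled plus 0.24 uM Alexa 594-labeled, final) in 100 mM sodium acetate pH 7 was mixed with compound and 20 uM heparin and incubated 6 hr at 37 C.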
TRb SRC2 PPI: disrupts binding of human TR beta to SRC2; AID 1469; actives 0.065% (n = 280,000); P10828; TRbeta-SRC2 peptide binding, fluorescence polarization; receptor liganded with 1 µM T3; Potency, µM (highest dose often 106 µM), for the others: at the highest dose activity change, negative = inhibition, hits mostly inhibitors;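 further: plate controls were bound peptide for no effect and peptide without receptor for full effect; nearly all actives have a fitted effect of over 50% in size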
Target sequence (P10828 whole entry, looked up): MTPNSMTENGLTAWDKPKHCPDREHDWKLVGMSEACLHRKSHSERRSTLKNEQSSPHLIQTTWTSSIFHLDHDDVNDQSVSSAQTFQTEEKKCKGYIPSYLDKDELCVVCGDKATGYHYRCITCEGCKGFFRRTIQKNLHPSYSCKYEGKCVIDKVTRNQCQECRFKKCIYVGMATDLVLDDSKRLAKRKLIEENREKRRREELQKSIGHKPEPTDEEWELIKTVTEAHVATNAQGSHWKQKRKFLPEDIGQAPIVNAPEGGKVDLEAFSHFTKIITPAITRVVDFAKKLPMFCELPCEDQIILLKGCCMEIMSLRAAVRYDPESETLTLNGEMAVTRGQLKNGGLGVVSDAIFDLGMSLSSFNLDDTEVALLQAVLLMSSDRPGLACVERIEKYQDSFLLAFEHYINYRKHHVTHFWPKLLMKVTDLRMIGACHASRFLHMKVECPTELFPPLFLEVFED
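Fluorescence polarization of 20 nM Texas Red SRC2 peptide (20-aa NR interaction domain) bound to 0.6 uM human TRb ligand-binding domain, with 1 uM T3, after 5 hr at ambient temperature; inhibition seen as decreased polarization.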
HTT cytoprotect: Huntington cell model cytoprotection by ATP luminescence; PC12 HTT-Q103 induced, cytoprotection, ATP luminescence, 40 h; Potency, µM (doses to about 56.4 µM), for inactives: cytoprotection (ATP increase), actives largely listed as activators; actives 0.14% (n = 230,000); AID 1471;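 further: % of control where 0% means no effect; nearly all actives have a fitted effect of over 45% in size; toxic huntingtin expression switched on by the ecdysone agonist tebufenozide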
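Cells were plated at 1500 per well in phenol red-free DMEM with 5% equine and 5% calf serum. Tebufenozide (100 nM final) and compounds were added, then ATPlite reagent, and luminescence was read.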
Tau FP inhib: tau fibrillization inhibition (FP); K18 P301L tau heparin fibrillization, Alexa594 FP, 6 h; Potency, µM (highest dose often 57.7 µM), for the others: at the highest dose activity, negative = inhibition, usual class: inhibitors; actives 0.39% (n = 280,000); AID 1468; further: on the % scale 0 is the no-effect control and ±100 the full control effect; nearly all actives have a fitted effect of over 55% in size
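Quantitative HTS format: compounds meet 15 uM recombinant K18 P301L tau and Alexa 594-tau tracer in 100 mM sodium acetate pH 7; 20 uM heparin triggers fibrillization at 37 C over 6 hr; FP gives the signal.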
Active calls of the source: *; i = inactive; ? = inconclusive; nt = no result given; [ ] = another dose, or the depositor's remark. Unless noted, the call rests on the fitted dose curve; in most records, active means well fitted curve in the direction sought with a large enough effect; inconclusive means small, poorly fitted or top-dose-only effect, or another doubt; inactive means no such curve, though single readings can be large; an effect the other way counts as inactive or inconclusive. Potency means the concentration at half of the fitted maximal effect. A portion of the library, so the mix of outcomes need not match the whole.

mol | HTT cytoprotect | L3MBTL1 inh | TRb SRC2 PPI | Tau fluor cs | TexasRed fluor | Tau fibril ThT | Tau FP inhib | RECQ1 helicase
CC(=O)c1ccc(NC(=S)NC(NC(=O)c2ccco2)C(Cl)(Cl)Cl)cc1 (configuration not stated) | 19%[10 µM] | nt | -6% | ? | -8% | -21% | -14% | -6%
COc1ccc2c(C(=O)CN3CCN(CCO)CC3)c[nH]c2c1 | -9% | 3% | 0% | -9% | -3% | ? | -2% | i
O=C(c1ccccc1Br)N1CCN(c2ccc([N+](=O)[O-])c(N3CCOCC3)c2)CC1 | -8% | 0% | 3% | -4% | -2% | ? | 7% | 0%
Cc1ccc(Nc2nnc(SCC(=O)Nc3ncc(S(=O)(=O)c4ccc([N+](=O)[O-])cc4)s3)s2)cc1 | -17%[10 µM] | 5% | -6% | ? | 0% | 0% | 2% | 3%
O=C(Nc1ccccc1C(=O)NCC1CCCO1)c1ccco1 (configuration not stated) | -3%[0.074 µM] | nt | 8% | -8% | -4% | -10% | 3% | -5%
CCOC(=O)c1cc2c(=O)n3cccc(C)c3nc2n(Cc2ccco2)c1=NC(=O)c1ccccc1 | 5% | 3% | -1% | -4% | -11% | -20% | 1% | -8%
COc1ccc(OC)c(S(=O)(=O)Nc2ccc3[nH]c(=O)[nH]c3c2)c1 | nt | nt | -4% | 1% | 0% | -6% | -1% | nt
COc1cc(C=O)cc(Br)c1OCC(N)=O | -4%[10 µM] | -12% | 0% | 0% | 0% | 5% | 0% | 13%
COC(=O)NC(c1cccc(C)c1)[C@]1(C(C)=O)CCCC1=O (some centres not stated) | -10%[10 µM] | nt | 4%[11.2 µM] | -8%[11.6 µM] | -4%[11.2 µM] | -12%[11.5 µM] | 0%[11.6 µM] | 12%[11.5 µM]
O=C(CCCCCn1c(=S)[nH]c2cc3c(cc2c1=O)OCO3)N1CCN(C(=O)c2ccco2)CC1 | 6% | 6% | -7% | -10% | -2% | ? | -3% | -10%
COc1ccc(-c2nnc(Nc3ccc(CC(N)=O)cc3)c3ccccc23)cc1 | -69%[inhibitor][1.9 µM] | 34%[activator] | ? | -4% | 35µM*[quencher] | -1% | 5% | -11%
CC(C)OP(=O)(OC(C)C)C(Nc1ccccc1)c1ccc2c(c1)OCO2 (configuration not stated) | 18%[10 µM] | -5% | 1% | -1% | -5% | -3% | 6% | -8%
CCC(C)N1CC23C=CC(O2)C(C(=O)OCc2ccccc2)C3C1=O (configuration not stated) | 0% | nt | -7% | -6% | -1% | -9% | 7% | i
Cc1cc(NS(=O)(=O)c2ccc(NC(=O)COc3ccc(Br)cc3C)cc2)no1 | nt | nt | -6% | -10% | -1% | -7% | 4% | nt
COc1ccc(CNC(=O)c2ccc3c(c2)N=C(C)c2c(C)ccc(C)c2S3)cc1 | nt | nt | 2% | -21% | -1% | 1% | -6% | nt
O=C(CCc1c[nH]c2ccccc12)N=Nc1c(O)[nH]c2ccccc12 | nt | -2% | -4% | -21% | -2% | ? | 8% | i
COC(=O)c1nn(-c2ccccc2)c(Cl)c1/C=N/OCc1ccc(Cl)cc1Cl | 11% | -3% | 8% | -6% | 2% | -6% | -9% | -5%
Cc1ccc(NC(=S)Nc2ccc3nc(-c4ccccn4)c(-c4ccccn4)nc3c2)cc1C | -1%[0.074 µM] | -11% | -2% | -29% | -3% | ? | -14% | -12%
O=C1c2ccccc2C(Nc2ccc(Cl)cn2)N1c1cccnc1 (configuration not stated) | 2% | nt | -3% | -9% | 0% | 0% | -3% | 0%
O=C(CCCC(=O)NC1CCCC1)NC1CCCC1 | 24%[0.074 µM] | 10% | 9% | 13% | 0% | 3% | 1% | i
O=C(O)CCC(=O)c1ccc2c(c1)OCCO2 | 11% | 8% | -3% | -4% | -2% | -6% | -3% | -11%
CN(C)c1ccc(CNC(=O)c2ccc3nc(Cc4ccccc4)oc3c2)cc1 | nt | nt | 6% | ? | -3% | ? | 6% | nt
COc1cc(NC(=S)N2CCN(c3ccccn3)CC2)cc(OC)c1OC | -8% | -8% | -8% | -6% | -7% | -7% | -2% | -7%
c1ccc(-c2csc(=Nc3cccnc3)n2CC2CCCO2)cc1 (configuration not stated) | -3%[1.9 µM] | -16% | -1% | -12% | 5% | -15% | 5% | -2%
CS/C(=N\S(=O)(=O)c1cccs1)Nc1cccc(Cl)c1C | -19%[10 µM] | 11% | 2% | -11% | 5% | -9% | 0% | -6%
CCN(CC)C(=O)CSC1=Nc2ccccc2C2=NC(Cc3c[nH]c4ccccc34)C(=O)N12 (configuration not stated) | 6% | -11% | -3% | -7% | -1% | -13% | 1% | -9%
O=S(=O)(NCc1ccccn1)c1ccc(F)cc1 | -3% | 4% | 2% | 1% | -3% | 2% | -4% | 9%
CCSc1nc(-c2ccccc2)c(C#N)c(=O)[nH]1 | -12% | 7% | -13% | -7% | -1% | -9% | 2% | 16%
Cc1cc(C(F)(F)F)nn1Cc1n[nH]c(=S)n1Cc1ccccc1 | -9%[10 µM] | -11% | -5% | -8% | -7% | -6% | 1% | -6%
O=C(O)C1C2C=CC3(CN(CC(O)COc4ccccc4)C(=O)C13)O2 (configuration not stated) | -4% | 9% | -8% | 3% | 0% | -2% | -6% | 5%
C=CCNS(=O)(=O)c1cccc2cc(C(=O)O)c(O)cc12 | -36% | 7% | -1% | -3% | 2% | -4% | -3% | -3%
CN1C(=O)N(C)C2(c3ccccc3)Nn3c(s/c(=C/c4ccco4)c3=O)=NC12c1ccccc1 (configuration not stated) | 3%[0.074 µM] | nt | 2% | 7% | -2% | 5% | 2% | -8%
Cc1cc(C)c(NC(=O)Cn2c(=O)n(-c3cccc(C(F)(F)F)c3)c(=O)c3c(C)c(C)sc32)c(C)c1 | nt | nt | 1% | 10% | -12% | 14% | -14% | nt
C=CCn1c(SCC(=O)N2CC(=O)Nc3ccccc32)nc2scc(-c3cccs3)c2c1=O | -7% | nt | 5% | -29% | 1% | -21% | -8% | -5%
Cc1ccc(SCC(=O)N(C)C2CCS(=O)(=O)C2)cc1 (configuration not stated) | 17% | -1% | -8% | 4% | 2% | 5% | 6% | i
CC(=O)NC1=NN(C(C)=O)C(c2cccc([N+](=O)[O-])c2)S1 (configuration not stated) | 20%[10 µM] | 6% | 5% | 7% | 0% | 5% | 7% | i
COc1ccc(C(=O)/C=C/N2CCCCC2)cc1OC | -12% | -1% | 1% | -10% | -6% | ? | -7% | -8%
COc1cccc(CNC(=O)CCC2CCCN(Cc3cc4ccccc4o3)C2)c1 (configuration not stated) | -2%[10 µM] | -9% | 8% | -7% | -3% | -7% | -5% | -6%
COC(=O)c1c(NC(=O)Cc2coc3cc(C)cc(C)c23)sc2c1CCC2 | nt | nt | -2% | -16% | ? | -12% | -17% | nt
COc1ccccc1N1CCN(S(=O)(=O)c2cnc[nH]2)CC1 | -8% | -5% | 4% | 0% | -1% | 1% | 7% | -9%
CCOC(=O)C1(CCOC)CCN(Cc2ccc(COC)o2)CC1 | -2%[10 µM] | 41%[activator] | -12% | -6% | -3% | -8% | -5% | i
Nc1ccc(C#Cc2ccccc2)cc1 | -7% | 5% | 3% | -13% | -2% | ? | -2% | -6%
O=C(Nc1nc(-c2ccc(-c3ccccc3)cc2)cs1)C1=COCCO1 | 3%[10 µM] | ? | -3% | -23% | -1% | -4% | -15% | 9%
C/C(=N\NC(=O)c1cccc(S(=O)(=O)Nc2ccccc2Cl)c1)c1ccc(-n2ccnc2)cc1 | 5% | nt | -15% | -19% | -3% | -6% | -7% | i
O=C(Nc1ccc(NC(=O)c2cccs2)cc1)c1ccc(Br)o1 | 2% | nt | -13% | -19% | 1% | -21% | 1% | ?
COc1ccc(N2CCN(C(=O)CSc3nnc4c(C)cc5ccc(C)c(C)c5n34)CC2)cc1 | 7%[10 µM] | -13% | -1% | -14% | -3% | -18% | -1% | -1%
Cc1csc(NC(=O)C2CCN(C(=O)c3ccccc3C)CC2)n1 | -18% | nt | -5% | -1% | 4% | 1% | 6% | -1%
Nc1c(C(=O)NC2CCCC2)sc2nc(-c3cccs3)ccc12 | -19%[10 µM] | nt | -6% | ? | -1% | -15% | 7% | i
O=C(Nc1cccc(-c2nc3ccccc3o2)c1)c1cccc(Br)c1 | nt | nt | 6% | ? | -1% | -9% | ? | nt
O=C(N[C@@H](Cc1ccccc1)c1nc2ccccc2[nH]1)c1cc([N+](=O)[O-])ccc1Cl | nt | 3% | -1% | -22% | -2% | -11% | 4% | 3%
CC(C)(C)c1[nH]nc2c1C(Cc1ccccc1)C(C#N)=C(N)O2 (configuration not stated) | 12%[10 µM] | 2% | -4% | -5% | 3% | -11% | 2% | -4%
COc1ccc(OC)c(-c2nc3cc4ccccc4cc3nc2-c2ccccc2)c1 | 30%[10 µM] | 31%[activator] | -1% | -27% | -4% | -16% | -4% | 3.2µM*
Cn1c(/C=C/N(Cc2ccccc2)c2ccccc2)c([N+](=O)[O-])c(=O)n(C)c1=O | -19% | -7% | 3% | -6% | -1% | ? | 14% | -3%
O=C(CSc1nnc(-c2ccco2)c(-c2ccco2)n1)Nc1ccccc1 | -30% | 4µM* | -6% | ? | 45µM*[quencher] | 7.9µM* | ? | 10µM*
CC(C)CN(CC(C)C)S(=O)(=O)N1CCC(C(=O)NCc2ccc(F)cc2)CC1 | -14% | 8% | 6% | -10% | 3% | -4% | 13% | -7%
CNc1nnc(-c2ccc(OC)cc2)s1 | -29%[10 µM] | 7% | -2% | -4% | -2% | ? | -3% | i
O=c1[nH]c(Nc2ccc(F)cc2)cc2ccccc12 | -10% | nt | ? | ? | 3% | ? | -14% | ?
